# D1 ag = human D1 receptor agonism; P21728; HEK293 T-REx D1 cells, calcium flux, agonist mode; activation, % at 2 µM; 360,000 tested, 1% active; AID 504660; further: 0% is about no effect
#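 Tetracycline-induced HEK293 TREx D1 cells, force-coupled to calcium signalling, were dye-loaded with a no-wash calcium kit. Compound was pin-added after a 10 s baseline. Fluorescence was read kinetically at 1 cycle/s for 180 s, with calcium rises flagged as agonism.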
# RXFP1 antagonist = antagonists of human relaxin receptor RXFP1. Q9HBX9. HEK293-RXFP1, relaxin-stimulated cAMP HTRF, 30 min; stronger effect = lower value. activity change, negative = inhibition, % at 57.5 µM. 350,000 tested, 0.59% active. AID 1259400;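 active means activity change of -60% or lower, but not beyond a set lower limit; inconclusive means change between -60% and -40%, or beyond the set limit; inactive means change above -40%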; further: on the % scale 0 is the no-effect control and ±100 the full control effect
# TRHR PAM = TRH receptor (human) allosteric enhancement. P34981. TRHR cells, fluo-8 calcium fluorescence, EC20 TRH enhancement. enhancement, % at 2 µM. 360,000 tested, 0.66% active; in the data active means enhancement above about 30%; further: 0% is about no effect
# Target sequence (P34981 whole entry, looked up): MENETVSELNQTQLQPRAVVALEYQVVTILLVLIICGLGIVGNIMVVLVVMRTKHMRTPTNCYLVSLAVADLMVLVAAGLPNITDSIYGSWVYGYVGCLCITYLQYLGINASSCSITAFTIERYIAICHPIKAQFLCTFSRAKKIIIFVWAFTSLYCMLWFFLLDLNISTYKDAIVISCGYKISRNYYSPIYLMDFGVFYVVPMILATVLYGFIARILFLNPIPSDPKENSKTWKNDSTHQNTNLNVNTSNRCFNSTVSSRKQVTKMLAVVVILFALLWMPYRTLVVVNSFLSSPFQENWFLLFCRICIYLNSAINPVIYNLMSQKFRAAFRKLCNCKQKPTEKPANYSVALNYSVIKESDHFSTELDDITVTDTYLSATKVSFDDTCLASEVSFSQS
#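 TRHR-expressing cells loaded with fluo-8 calcium dye were read kinetically (ex 480/em 530) during compound addition, then stimulated with an EC20 of TRH (10 nM final). Enhancement of the Gq-mediated intracellular calcium response was scored.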
# D2 antagonist = antagonizes the human D2 dopamine receptor; P14416; HEK293 TREx D2 cells, calcium flux, dopamine EC80; inhibition, % at 10 µM; 340,000 tested, 2% active; AID 485344; in the data active means inhibition above about 30%; further: 0% is about no effect
# Target sequence (P14416 whole entry, looked up): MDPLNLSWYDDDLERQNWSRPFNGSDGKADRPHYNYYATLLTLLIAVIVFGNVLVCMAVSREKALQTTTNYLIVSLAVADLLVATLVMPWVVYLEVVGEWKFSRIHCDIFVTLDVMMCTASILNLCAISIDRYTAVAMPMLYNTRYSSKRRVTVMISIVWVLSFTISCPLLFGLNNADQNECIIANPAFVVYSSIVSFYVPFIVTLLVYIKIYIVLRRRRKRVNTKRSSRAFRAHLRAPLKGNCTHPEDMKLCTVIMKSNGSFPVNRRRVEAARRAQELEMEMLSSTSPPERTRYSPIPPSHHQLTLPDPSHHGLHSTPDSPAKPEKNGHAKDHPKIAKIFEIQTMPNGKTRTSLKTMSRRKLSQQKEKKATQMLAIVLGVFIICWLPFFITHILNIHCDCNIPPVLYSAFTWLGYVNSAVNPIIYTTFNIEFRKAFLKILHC
#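 HEK293 T-REx D2 cells, tet-induced, calcium dye no-wash. Cpd pintool add, 180 s kinetic, then EC80 DA, 180 s kinetic. Ca flux read.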
# TRHR agonist = activates the human TRH receptor | activation, % at 2 µM | AID 493084 | P34981 | TRHR cells, calcium flux fluo-8, FDSS agonist mode | 360,000 tested, 0.18% active; further: 0% is about no effect
#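 TRHR-expressing cells loaded with fluo-8 calcium dye; 23 nL library compound pin-transferred, kinetic FDSS fluorescence (Ex 480/Em 530) recorded about 180 s for agonist-induced calcium release, before a 10 nM TRH EC20 addition for potentiator mode.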
# D1 potentiator = potentiators of human D1 dopamine receptor. P21728. HEK293 TREx D1 cells, calcium flux, dopamine EC20 potentiation. potentiation, % at 10 µM. 360,000 tested, 0.036% active; in the data active means potentiation above about 30%; further: 0% is about no effect
# D2 PAM = positively modulates the human D2 dopamine receptor allosterically | P14416 | HEK293 T-REx D2, calcium flux, EC20 dopamine potentiation | potentiation, % at 10 µM | 340,000 tested, 0.34% active | AID 485347;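 active means potentiation over 3 SD above the plate norm, cut at about 30% in these data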; further: 0% is about no effect
#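 Tetracycline-induced HEK293 T-REx cells force-coupled to calcium signalling expressed D2; compounds were pin-added after a 10 s baseline, read kinetically 180 s, then an EC20 dopamine challenge followed with a further 180 s calcium read.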
# D2 ag = agonists of human D2 dopamine receptor | AID 485358 | 340,000 tested, 0.53% active | HEK293 T-REx D2 cells, calcium flux agonist mode | activation, % at 2 µM;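 active means activation over 3 SD above normal in the single-dose calcium agonist read, cut at about 30% in these data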; further: 0% is about no effect
#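 Tetracycline-induced HEK293 Trex cells with D2 receptor force-coupled to calcium signaling, plated overnight at 30 C and loaded with no-wash calcium dye. Calcium flux read kinetically for 180 s after compound addition; responses flag agonists.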
# D1 antag = human D1 dopamine receptor antagonism. P21728. HEK293 TREx D1 cells, calcium flux, dopamine EC80; stronger effect = lower value. activity change, negative = inhibition, % at 10 µM. 360,000 tested, 3.2% active; in the data active means activity change below about -30%; further: on the % scale 0 is the no-effect control and ±100 the full control effect
#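 Inducible Hek293 Trex D1 cells (tetracycline, overnight, 30 C). Calcium dye 30–90 min RT. Antagonist mode: EC80 dopamine added after 180 s compound read.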
# Numbers without * were called inactive; ? = inconclusive; · = no result given; & = joins results of further samples. Unless noted, no stated cut-off is given here; in the data, active means activation above about 30%; inactive means the rest.
# The first two compounds, ahead of the listing:
SMILES,D1 ag,RXFP1 antagonist,TRHR PAM,D2 antagonist,TRHR agonist,D1 potentiator,D2 PAM,D2 ag,D1 antag
COc1cc(NS(=O)(=O)c2ccc(NC(=O)/C(=C\c3ccccc3OC)NC(=O)c3ccccc3)cc2)nc(OC)n1,1,-11,-5,32*,0.6,3,1,0.2,8
O=C(Cn1nc(-c2ccc3c(c2)OCCO3)ccc1=O)Nc1ccc(-n2cnnn2)cc1,0,0,-4,1,1.2,-3,7,2.2,10

# Results, previewed entries included:
SMILES,D1 ag,RXFP1 antagonist,TRHR PAM,D2 antagonist,TRHR agonist,D1 potentiator,D2 PAM,D2 ag,D1 antag
COc1cc(NS(=O)(=O)c2ccc(NC(=O)/C(=C\c3ccccc3OC)NC(=O)c3ccccc3)cc2)nc(OC)n1,1,-11,-5,32*,0.6,3,1,0.2,8
O=C(Cn1nc(-c2ccc3c(c2)OCCO3)ccc1=O)Nc1ccc(-n2cnnn2)cc1,0,0,-4,1,1.2,-3,7,2.2,10
Cn1cccc1Cc1nnc(SCC(=O)NCc2ccccc2)n1-c1ccc(F)cc1,2,-14,-4,-2,-0.2,11,0,-0.5,15
O=C(COC(=O)c1ccc(O)cc1O)Nc1cccc2ccccc12,6,-6,35*,8,-0.2,3,-13,0.9,8
CCn1c(C)nc2cc(C(=O)NNC(=S)Nc3ccc(C)cc3)ccc21,4,7,9,-10,0.6,-3,8,0.5,-16
Cc1nn(CC(=O)Nc2ccc(N3CCOCC3)cc2)c(C)c1Cl,9,-1,-4,2,0.3,-4,3,0.4,-24
O=S(=O)(Nc1ccc(-n2cccc2)cc1)c1ccc(F)cc1,7,-8,1,-4,-0.9,-4,-6,-0.3,-2
CCC(=O)Nc1nn(CC(C)C)c2nc3ccc(C)cc3cc12,2,-2,3,-1,-0.6,-6,3,0.4,5
Cc1ccsc1/C=N\Nc1cn[nH]c(=O)c1Cl,-1,0,7,10,-1.5,-3,10,-1.6,-3
COCCn1c(SCC(=O)Nc2cccc(F)c2)nc2c(c1=O)SCC2,0,-6,1,2,-0.7,-3,2,-1.0,8
CC1CCCCC1NC(=O)CCCn1c(=S)[nH]c2ccsc2c1=O (stereo unspecified),1,-21,2,12,-0.5,5,-10,2.0,1
CCCCCCCSc1nc(N)cc(=O)[nH]1,2,3,-2,2,-0.3,-4,11,0.4,3
O=C(/C=C1\SC(=O)NC1=O)Nc1ccc(F)cc1,2,-20,0,8,-0.8,-3,-3,-0.2,-5
CCC(C)NC(=O)C1CCC(=O)N1Cc1ccc(C)cc1 (stereo unspecified),3,-6,9,-10,-0.7,-7,21,0.1,-9
COc1ccc(C(=O)Cn2c(NCCO)nc3ccccc32)cc1,4,?,8,-7,0.3,1,-3,0.3,-8
COc1cccc(NC(=O)CN(C)C(=O)CN2C(=O)NC3(CCCC3)C2=O)c1,1,-10,0,-4,0.1,-8,7,-0.7,-2
CC(C)C[C@H](NC(=O)[C@@H](Cc1ccccc1)n1c(=O)[nH]c2ccccc2c1=O)C(=O)N[C@@H](Cc1ccccc1)C(=O)O,-1,·,-4,-9,0.9,2,0,-0.2,-3
Cc1ccccc1NC(=O)c1cn(-c2ccccc2)nc1-c1ccccc1,1&2,-29&-9,-3&-3,-20,-0.2&-1.0,0&2,-7&1,-1.0&-0.6,2&13
COc1ccc(-n2c(=O)c3c(C)c(C)sc3n(CC(=O)NCc3ccc(C)cc3)c2=O)c(OC)c1,3,-6,-5,·,0.2,0,9,0.0,5
NCc1ccccc1,-2,·,6,-2,0.3,-6,15,-0.6,3
CCOC(=O)c1c(CSC(=N)N)n(C)c2cc(Br)c(OC(C)=O)cc12,2,-27,3,-18,0.4,-11,5,0.3,6
CCOC(=O)c1[nH]c(C)c(C(=O)Nc2ccc(C)c(Cl)c2)c1C,0,5,-1,-5,-0.5,1,3,-0.6,1
Cc1ccc(N2CCN(C(=O)CN3C(=O)c4ccccc4C3=O)CC2)cc1,1,-4,-2,-7,-0.1,7,2,1.3,-7
Cc1c2cnn(-c3ccccc3)c(=O)c2c(C)n1CC(=O)NCc1ccccc1,-1,·,1,·,0.5,-3,6,-0.3,0
CSc1ccc(CN2C(=O)NC3(CCCCC3)C2=O)cc1,2,-14,-4,13,1.0,-7,-10,1.0,-5
COc1ccc(CNC(=O)C(c2ccc(C)cc2)N(Cc2cccs2)C(=O)c2ccc3c(c2)OCCO3)cc1 (stereo unspecified),4,0,2,-4,0.9,-4,1,1.4,-1
CCOC(=O)C(=CNc1cc(C)ccc1[N+](=O)[O-])C(=O)OCC,4,-7,-5,20,-0.5,-1,-1,1.6,-9
CCc1ccc(OCC(=O)Nc2ccncc2)cc1,15,10,-9,·,-0.6,-3,·,·,-12
O=C(NOC(=O)c1ccccc1Cl)c1cccs1,1,1,-4,13,-1.2,-6,3,-0.4,1
C/C(=N\NC(=O)c1ccc(C(=O)N/N=C(\C)c2ccco2)o1)c1ccco1,3,-6,4,-28,-0.1,-3,8,0.6,9
O=C(OCc1nnc(-c2ccccc2)o1)c1cc(=O)c2ccccc2o1,3,2,5,-3,-0.6,-2,-22,-1.3,5
CCc1nnc(NC(=O)CSc2nnc(Cc3cccn3C)n2CCOC)s1,1,-16,0,-8,0.4,-1,-8,-0.2,4
Cc1n[nH]c(=S)n1/N=C/c1ccc(-c2ccccc2[N+](=O)[O-])o1,2,-11,-1,-11,-0.2,-5,7,0.2,-14
COc1ccccc1C(=O)C1CCCN(C(=O)C2=CC(=O)CC(C)(C)O2)C1 (stereo unspecified),2,-7,1,5,0.0,5,-3,0.5,20
c1ccc(Oc2ccc(-c3ccn[nH]3)cc2)cc1,2,-15,14,-19,0.8,3,8,1.2,-24
COc1ccc(N(CC(=O)Nc2cccc(N(C)S(C)(=O)=O)c2)S(=O)(=O)c2ccc(F)cc2)cc1,1,9,-5,10,0.6,-8,-7,-0.7,-26
CCN(Cc1cn2cccnc2n1)C1CCCCC1,4,0,-2,7,0.5,-5,3,0.1,-15
COc1ccc2c(c1)c1c(c(=O)n(-c3cccc(C)c3)c(=O)n1CC(=O)NCc1ccc(C)cc1)n2C,-1,·,4,·,0.7,-1,-3,1.2,2
Cc1ccc2oc(=O)c3cc(C(=O)Nc4ccc(F)cc4F)sc3c2c1,0,·,3,·,0.2,2,-2,0.7,3
O=C(CN1C(=O)COc2ccc(S(=O)(=O)NC3CCCC3)cc21)NCc1ccc(Cl)cc1,5,-2,1,·,0.7,-2,-11,-0.2,0
CCOC(=O)CC(NC(=O)c1cccc2c1C(=O)N(Cc1cccnc1)C2)c1ccc(OCC)c(OC)c1 (stereo unspecified),0,6,3,12,-0.4,4,25,-0.1,-9
Cc1cccc(OCC(=O)Nc2cccc3nsnc23)c1,1,-3,5,-13,-0.2,2,5,-0.6,-12
COc1ccc(C2c3ccc(O)cc3Oc3ncn(CCN4CCOCC4)c(=N)c32)cc1 (stereo unspecified),2,-10,2,-6,0.8,-2,0,0.0,-16
O=C(Nc1ccc(C(=O)N2CCCCC2)cc1)Nc1cccc(Cl)c1,6,-29,1,17,0.6,-7,3,0.0,-24
COC(=O)C1C(=O)c2c(n[nH]c2C)CC1(C)C (stereo unspecified),2,-1,5,2,-0.1,-8,-2,0.2,-17
Cc1ccc(-c2cc(-c3ccc4c(c3)NC(=O)CO4)nc3c2COc2ccccc2-3)cc1,0,·,4,·,0.9,-5,-5,0.4,0
CCCC(NC(=O)C(C)Sc1nnnn1C1CC1)c1ccccc1 (stereo unspecified),2,2,-3,-23,-0.5,0,-5,-2.3,8
COc1ccc(-c2nc(-c3ccccc3)c(-c3ccc(F)cc3)[nH]2)c(OC)c1C,2,-22,-2,·,-0.6,0,11,-1.6,5
O=C(O)c1cn[nH]c1-n1cnnn1,1,33,4,-33,-0.1,-4,6,-0.6,9
O=C(O)c1cccc(NC(=O)c2cn(-c3ccccc3)nc2-c2ccc(F)cc2)c1,1,-16,22,·,-1.2,-1,·,·,-10
Cc1cccc(CCNC(=O)Cn2ncc3c([nH]c4ccccc43)c2=O)c1,4,2,-1,-7,0.4,12,7,0.1,4
N#CC1=C(SCc2ccccc2)NC2=C(C(=O)CCC2)C1c1ccc2c(c1)OCO2 (stereo unspecified),3,2,2,-20,-0.5,-2,-1,0.7,-8
CCC(C)(C)n1nnnc1C(c1ccc(C)cc1)N(Cc1ccco1)Cc1cccs1 (stereo unspecified),3,7,5,·,1.1,0,-6,·,·
Cc1ccc(C(c2nnnn2CC2CCCO2)N2CCN(C)CC2)cc1 (stereo unspecified),2,0,-3,-10,0.8,-5,4,-0.1,-11
COc1cccc(NC(=O)c2cc([N+](=O)[O-])ccc2NCc2cccnc2)c1,0,6,-6,5,0.0,2,11,0.4,7
COc1ccc(NS(=O)(=O)c2cccc(C(=O)NCC(c3ccco3)N3CCCCC3)c2)cc1 (stereo unspecified),7,-73*,-6,-10,0.5,12,6,0.2,-1
Cc1cc(C(=O)NC2CCCCC2C)c2ccccc2n1 (stereo unspecified),2,-9,-2,-1,0.0,2,11,0.4,14
COc1ccccc1NC(=O)c1cnc(SCC(=O)NCCc2ccccc2)n(C)c1=O,2,-10,1,-3,0.4,2,-5,0.3,15
CS(=O)(=O)Nc1cc2c3c(c1)CCC(=O)N3CCC2,1,-4,2,-11,-0.7,-2,-11,14,25
CN(C)c1ccc(/C=N/NC(=O)c2ccccc2O)o1,-2,-3,6,8,0.6,2,0,1.0,3
# Next section
SMILES,D1 ag,RXFP1 antagonist,TRHR PAM,D2 antagonist,TRHR agonist,D1 potentiator,D2 PAM,D2 ag,D1 antag
Cc1ccc(-c2nnn(CC(=O)N3CCCc4ccccc43)n2)cc1,2,-10,-4,10,-0.2,-5,3,0.1,-15
CCOC(=O)C1=C(COC(=O)[C@H](C)NS(=O)(=O)c2ccccc2F)NC(=O)NC1C (stereo partly specified),2,2,4,11,0.2,-16,-2,0.8,-16
Cc1ccc(CNC(=O)c2ccc(CSCc3c(F)cccc3Cl)o2)cc1,11,-15,-5,·,0.7,-1,9,1.3,-15
Cc1cc(N2CCN(C)CC2)nc2ccc(NC(=O)c3ccc(Br)o3)cc12,2,-2,-6,-23,-0.4,-3,0,-0.6,-4
O=C(NC(=S)Nc1ccccc1N1CCCC1)c1cccs1,26,-23,1,0,1.1,-4,-9,-0.4,2
COCCN(C(=O)COC(=O)CCOc1ccccc1)c1c(N)n(Cc2ccccc2)c(=O)[nH]c1=O,2,-6,-2,-2,-0.3,-10,-22,-0.4,2

# Full records, quoted from the list.
# CCOC(=O)C1=C(COC(=O)[C@H](C)NS(=O)(=O)c2ccccc2F)NC(=O)NC1C (stereo partly specified) is listed with D1 ag: 2; RXFP1 antagonist: 2; TRHR PAM: 4; D2 antagonist: 11; TRHR agonist: 0.2; D1 potentiator: -16; D2 PAM: -2; D2 ag: 0.8; D1 antag: -16
# Cc1ccc(-c2nnn(CC(=O)N3CCCc4ccccc43)n2)cc1 is listed with D1 ag: 2; RXFP1 antagonist: -10; TRHR PAM: -4; D2 antagonist: 10; TRHR agonist: -0.2; D1 potentiator: -5; D2 PAM: 3; D2 ag: 0.1; D1 antag: -15
# Cc1ccc(CNC(=O)c2ccc(CSCc3c(F)cccc3Cl)o2)cc1 is listed with D1 ag: 11; RXFP1 antagonist: -15; TRHR PAM: -5; D2 antagonist: ·; TRHR agonist: 0.7; D1 potentiator: -1; D2 PAM: 9; D2 ag: 1.3; D1 antag: -15
